FXIa inh mix: FXIa protease inhibitors in compound pools, primary screen, biochemical, 10-compound mixtures; Coagulation factor XI (Homo sapiens), P03951; purified FXIa, fluorogenic substrate, pooled mixtures; inhibition, % at 5 µM; 62,000 tested, 0.19% active; AID 680, 2007;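 further: each value is inhibition by a whole ten-compound pool holding the compound; 0% = enzyme with no mixture and 100% = wells lacking enzyme; strong numbers were not always called active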
CatB mix inh: cathepsin B inhibitors from pooled compounds, primary screen, biochemical, compound mixtures, AMC fluorescence; Purified cathepsin B, AMC dipeptide fluorescence; inhibition, %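 (ten-compound pools at 5 µM per compound and 50 µM total)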; 62,000 tested, 0.06% active; AID 488, 2006; in the data active means inhibition above about 22%, passing the limit was not always enough;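 further: 0% = enzyme without compound and 100% = no enzyme blank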
FXIIa mix inh: human factor XIIa inhibitors, primary screen, biochemical, pooled compound mixtures, fluorogenic substrate | Coagulation factor XII (Homo sapiens), P00748 | inhibition, % at 5 µM | AID 684, 2007 | 62,000 tested, 0.2% active | purified FXIIa;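 further: 0% = enzyme without compound and 100% = no enzyme blank; some results filed as inactive read as strong as hits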
CatL inh: inhibitors of human cathepsin L, biochemical; Procathepsin L (Homo sapiens), P07711; AID 460, 2006; 58,000 tested, 0.17% active; inhibition, %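 (tested at 10 µM)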; purified cathepsin L, fluorogenic substrate, fluorescence; in the data active means inhibition above about 45%;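 further: 0% = enzyme with no compound and 100% = no enzyme blank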
Target sequence (P07711 114-288 limits assumed): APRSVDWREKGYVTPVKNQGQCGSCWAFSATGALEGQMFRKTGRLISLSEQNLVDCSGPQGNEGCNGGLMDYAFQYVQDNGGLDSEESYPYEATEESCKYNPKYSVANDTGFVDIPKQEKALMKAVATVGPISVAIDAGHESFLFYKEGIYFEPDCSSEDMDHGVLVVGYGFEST
Target sequence (P07711 292-333 limits assumed): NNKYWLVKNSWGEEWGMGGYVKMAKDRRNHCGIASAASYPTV
AP complement: alternative complement pathway inhibitors, primary screen, biochemical, ELISA, human serum, orthogonally pooled compounds; inhibition, % at 5 µM; LPS-coated ELISA, C3 deposition; tested in compound mixtures; 62,000 tested, 0.08% active;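 active means inhibition above 30% in each of the two pooled mixtures holding the compound, so the lower value exceeds 30%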;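 further: 0% = serum in Mg-EGTA without compound and 100% = EDTA serum blank; some compounds past the cut are filed as inactive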
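Test system: human serum complement alternative pathway, C3 deposition onto LPS / Medium: Mg2+-EGTA GVB++ buffer containing human serum at 1:15 dilution / Probe or stimulus: Plate-bound LPS / Times: 1 h at 37 °C / Signal: ELISA with HRP anti-human C3 antibody, TMB substrate, absorbance 450 nm / Measure: percent inhibition / Repeats: two pool placements per compound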
CatB block: human cathepsin B inhibitors, primary screen, biochemical, fluorogenic substrate; inhibition, %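 (tested at 10 µM)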; purified cathepsin B, fluorescence; 63,000 tested, 0.1% active; AID 453, 2006; P07858; in the data active means inhibition above about 21%;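 further: 0% = enzyme with no compound and 100% = no enzyme blank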
C1s block: complement C1s protease inhibitors, primary screen, biochemical, 10-compound mixtures | Complement C1s subcomponent (Homo sapiens), P09871 | purified C1s, fluorogenic AMC substrate, pooled mixtures | mean inhibition % of two 10-compound mixtures (stronger effect = higher value), % at 5 µM (by protocol) | 62,000 tested, 0.16% active | AID 538, 2006;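 active means inhibition above 20% in each of the two 10-compound mixture wells holding the compound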;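 further: 0% = enzyme wells lacking compound mixture and 100% = no-enzyme blank wells; some compounds called inactive have numbers as strong as hits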
CatG inh: human cathepsin G inhibitors, primary screen, biochemical, pooled compound mixtures, AMC fluorescence; 62,000 tested, 0.2% active; AID 581, 2007; P08311; purified enzyme, AMC-tetrapeptide fluorescence; inhibition, % at 5 µM (by protocol);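 active means inhibition above 20% in each of the two mixture wells holding the compound; inactive means inhibition of 20% or less in either well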;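 further: 0% = enzyme control without mixture and 100% = blank lacking enzyme; strong numbers were not always called active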
Target sequence (P08311 21-244 limits assumed): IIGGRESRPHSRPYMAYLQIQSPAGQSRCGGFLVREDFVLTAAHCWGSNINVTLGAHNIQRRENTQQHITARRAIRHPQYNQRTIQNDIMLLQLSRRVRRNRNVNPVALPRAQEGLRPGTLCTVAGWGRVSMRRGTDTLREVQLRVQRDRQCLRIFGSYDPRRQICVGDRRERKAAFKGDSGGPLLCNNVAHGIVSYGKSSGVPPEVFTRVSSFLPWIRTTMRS
CatS block: inhibitors of human cathepsin S, biochemical, compound mixtures; inhibition, %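 (tested at 5 µM per compound within 10-compound mixtures)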; recombinant cathepsin S, AMC dipeptide fluorescence, pooled mixtures; P25774; 62,000 tested, 0.06% active; in the data active means inhibition above about 32%, passing the limit was not always enough;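 further: 0% = enzyme without compound and 100% = blank without enzyme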
Target sequence (P25774 115-331 limits assumed): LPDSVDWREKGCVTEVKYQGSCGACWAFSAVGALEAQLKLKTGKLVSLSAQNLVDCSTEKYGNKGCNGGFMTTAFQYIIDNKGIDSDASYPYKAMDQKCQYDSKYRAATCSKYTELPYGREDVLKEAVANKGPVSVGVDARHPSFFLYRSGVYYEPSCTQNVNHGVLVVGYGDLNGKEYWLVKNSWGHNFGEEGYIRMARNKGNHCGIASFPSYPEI
Numbers without * were called inactive; / = not tested or not shown. Unless noted, no stated cut-off is given here; in the data, active means inhibition above about 20% (passing the limit was not always enough); inactive means the rest.

The line under a structure holds: CatL inh | FXIa inh mix | FXIIa mix inh | C1s block | CatS block | CatB mix inh | AP complement | CatB block | CatG inh
[1] COc1ccc(/C(O)=C2/C(=O)C(=O)N(CCN3CCOCC3)C2c2ccc(C)cc2)cc1 (centres undefined)
    -8 | 1 | 2 | 6 | -4 | -7 | 23 | 4 | 9
[2] Cc1cc(C)n(-c2nnc(C)n2/N=C/c2ccco2)n1
    -8 | -3 | 3 | -104 | -9 | -6 | 5 | 2 | 9
[3] CC(C)n1c(SCC(N)=O)nc2c1c(=O)n(C)c(=O)n2C
    / | -12 | -28 | -65 | -6 | 0 | 1 | 5 | -1
[4] O=C(c1ccc(COc2c(F)c(F)c(F)c(F)c2F)o1)N1CCOCC1
    0 | 8 | -6 | 1 | 11 | 7 | 6 | -6 | 2
[5] CCOC(=O)C1(CCSC)NC(c2ccco2)C2C(=O)N(CC)C(=O)C21 (centres undefined)
    7 | 2 | 3 | -1 | 20 | 4 | -4 | 7 | 0
[6] Cc1cc(NC(=O)Cc2c(F)cccc2Cl)no1
    15 | 10 | 2 | -23 | 11 | 9 | 2 | 4 | 1
[7] CS(=O)(=O)N1CCc2cc(C(=O)O)ccc21
    10 | 0 | 9 | 5 | 6 | 7 | 5 | 5 | 12
[8] O=C1CC(N2CCN(S(=O)(=O)c3cccc(C(F)(F)F)c3)CC2)C(=O)N1Cc1ccccc1 (centres undefined)
    -2 | -3 | 2 | -5 | 0 | 1 | -2 | 0 | -5
[9] Nc1cc(Cl)ccc1Oc1ccccc1
    4 | 5 | 1 | -1 | 1 | 5 | 18 | -7 | -2
[10] Cc1ccc(S(=O)(=O)NCCCN2CCOCC2)c(C)c1
    16 | -3 | 13 | 5 | 11 | -2 | 4 | -3 | 2
[11] CCOC(=O)c1cnc(SCC(=O)NCc2ccco2)nc1N
    9 | 8 | 3 | -35 | 7 | 7 | 2 | 9 | -3
[12] O=C(CSc1ncnc2c1cnn2Cc1ccccc1)Nc1ccc2c(c1)OCCO2
    12 | 8 | 2 | -8 | 5 | 1 | 0 | 3 | 10
[13] COc1ccc(-n2c(SCC(=O)Nc3nccs3)nc3c(c2=O)SCC3)cc1
    / | 0 | 5 | -37 | -4 | 3 | 12 | -6 | -1
[14] COC(=O)c1ccc(S(=O)(=O)c2ccc(C(=O)OC)s2)s1
    19 | 0 | -1 | -14 | 12 | -1 | -4 | 0 | -6
[15] CC1(C)CC(=O)C2=C(C1)OC(N)=C(C#N)C2c1ccccc1 (centres undefined)
    / | -1 | 13 | 17 | 2 | 2 | -2 | 4 | 9
[16] COc1ccc(-n2c(Cc3cccn3C)nnc2SCC(=O)NCC2CCCO2)cc1 (centres undefined)
    6 | 7 | -4 | 4 | -8 | 7 | 14 | -2 | 1
[17] Cc1c(-n2c(CN3C(=O)c4ccccc4C3=O)nc3ccccc3c2=O)c(=O)n(-c2ccccc2)n1C
    5 | 5 | 3 | -1 | -1 | -3 | 9 | -2 | -4
[18] O=C1C2CC=CCC2C(=O)N1CC(=O)N(Cc1ccccc1)C1CCS(=O)(=O)C1 (centres undefined)
    19 | 3 | 2 | 3 | 4 | 2 | 9 | 0 | 11
[19] COC(=O)C(NC(=O)c1ccccc1)c1ccccc1 (centres undefined)
    / | -2 | 8 | -11 | 6 | -2 | 4 | / | 7
[20] CCc1cc2c(=O)c(-c3ccon3)c(N)oc2cc1OC
    2 | 5 | -1 | -12 | -1 | 4 | 20 | 4 | 11
[21] NS(=O)(=O)c1ccc(CCNC(=O)Nc2ccc(Cl)cc2)cc1
    0 | -1 | 6 | -6 | 3 | 1 | 3 | 2 | 8
[22] Cc1nc2ccccc2c2oc(C(=O)NCC3CCCO3)cc12 (centres undefined)
    -7 | 5 | 11 | -98 | -13 | 1 | 19 | -8 | -8
[23] CS(=O)(=O)c1ccc2nc(NC(=O)CC3CCCC3)sc2c1
    -1 | 0 | -1 | 1 | 0 | 4 | 25 | 4 | 8
[24] O=P(O)(CCCP(=O)(O)CCc1ccccc1)CCc1ccccc1
    -6 | 12 | -16 | 18 | -7 | 7 | 11 | 1 | 12
[25] CC(C)OC(=O)CSc1nnc(-c2cnccn2)n1-c1ccccc1
    1 | 0 | 19 | -31 | -4 | 6 | 18 | -2 | -2
[26] COc1ccccc1N(CC(=O)N1CCCCCC1)S(C)(=O)=O
    / | 2 | -6 | -7 | -3 | 0 | 4 | 0 | 0
[27] O=C(Nc1ccccc1)Nc1ccccc1C(=O)NCc1ccco1
    14 | -3 | 11 | 2 | -5 | -7 | 6 | 3 | 9
[28] OCCn1c(CSc2nnc(-c3ccco3)n2-c2ccccc2)nc2ccc(Cl)cc21
    1 | 1 | -14 | 0 | 6 | -9 | 1 | 3 | 10
[29] O=C1c2ccccc2C(Nc2ccccc2F)N1c1cccnc1 (centres undefined)
    / | 8 | -20 | -1 | 3 | -2 | 30 | -6 | -2
[30] O=C1c2ccccc2C(=O)N1c1n[nH]c(CCc2ccccc2)n1
    -1 | 1 | 2 | -33 | -7 | -2 | -7 | 1 | -9
[31] Cc1nn(C)c(C)c1S(=O)(=O)N1CCC(C(=O)NCCC2=CCCCC2)CC1
    / | -2 | 3 | -14 | 11 | 5 | 11 | 6 | -2
[32] CC(=O)Nc1cc2c(=O)n(Cc3ccccc3)c(C)nc2cc1N1CCOCC1
    25 | -29 | 1 | -236 | -21 | -15 | 13 | 2 | -18
[33] O=C(Cn1c(=O)sc2ccccc21)Nc1ccc(S(=O)(=O)N2CCCC2)cc1
    -5 | 4 | -4 | 18 | 14 | 3 | 7 | 8 | 8
[34] COCCNC(=O)CN(c1ccc(C)cc1)S(=O)(=O)c1ccc(SC)cc1
    / | -1 | -14 | 2 | 10 | -1 | -2 | 3 | 10
[35] Cc1onc(-c2c(F)cccc2Cl)c1C(=O)OCC(=O)Nc1c(C)n(C)n(-c2ccccc2)c1=O
    2 | 0 | 9 | -2 | 9 | -3 | -12 | -4 | 3
[36] Cc1ccc(S(=O)(=O)N(C)CCCC(=O)NCc2ccc3c(c2)OCO3)cc1
    -3 | -3 | 3 | -11 | -5 | 3 | 5 | 2 | 7
[37] Cc1ccc(-n2c3c(cc(C(=O)O)c2=O)C(=O)CC(C)(C)C3)cc1
    10 | 8 | -16 | 1 | 0 | 14 | 17 | -4 | 0
[38] O=C(Cn1cnc2c(nnn2Cc2ccc(F)cc2)c1=O)NCc1ccco1
    0 | 8 | 3 | -7 | -4 | 1 | 9 | 1 | 25
[39] CCOc1cc(C)c(C(C)C)cc1S(=O)(=O)n1ccc(C)n1
    -1 | 8 | -7 | 3 | 19 | 9 | 3 | 2 | 2
[40] O=S(CC(O)COCc1ccc(Cl)cc1)c1ccccn1 (centres undefined)
    2 | -2 | -8 | -47 | -8 | -4 | 8 | -1 | -2
[41] N#CC1=C(N)Oc2n[nH]c(-c3ccccc3)c2C1c1ccncc1 (centres undefined)
    / | -5 | 1 | 6 | 8 | 17 | 1 | 3 | 7
[42] O=C(O)c1ccccc1NCc1ccncc1
    -1 | 6 | 7 | 1 | -2 | 7 | 14 | 4 | 11
[43] C=C(C)CN=c1scc(C)n1/N=C/c1ccco1
    25 | -2 | 3 | 0 | 9 | 4 | 7 | 7 | 11
[44] Cc1ccc2c(c1)C(c1ccccc1)N(C(=O)C(C)C)CC(=O)N2 (centres undefined)
    / | 5 | 1 | -30 | 5 | 7 | -7 | 10 | -11
[45] CSc1ccc(S(=O)(=O)NCCOc2ccccc2C)cc1
    11 | 10 | -1 | 15 | 4 | 3 | 10 | 5 | 12
[46] Cc1cc2ccccc2n1CCNC(=O)COc1ccccc1
    19 | 1 | -3 | -27 | 3 | 3 | 13 | -2 | -4
[47] CN(Cc1ccccc1)c1nc2c(c(=O)[nH]c(=O)n2C)n1CCCc1ccccc1
    -1 | 1 | 3 | -28 | 12 | 5 | -17 | 7 | -12
[48] COc1ccc(CC(=O)N2CCCc3ccccc32)cc1OC
    7 | 0 | 4 | 20 | 0 | 6 | 13 | 2 | 9
[49] COc1cc(OC)cc(C(=O)OCn2nnc3ccccc3c2=O)c1
    -8 | 5 | 1 | 12 | -6 | 1 | 24 | -1 | 9
[50] CC1(C)C=C(c2ccc(O)cc2)CC(C)(C)N1
    3 | 3 | 1 | -5 | -8 | -1 | 14 | / | -1
[51] Cc1nnc(SCC(=O)NCc2ccc(Cl)cc2)[nH]c1=O
    -4 | 5 | 4 | 17 | -2 | 4 | 16 | -1 | 10
[52] Cc1oc(-c2ccccc2)cc1C(=O)Nc1cccc(C(=O)O)c1
    15 | -1 | 0 | -5 | -4 | -4 | 4 | 0 | 10
[53] CC1CCN(C(=O)CSc2nnc(Cn3c(=O)sc4ccccc43)n2C)CC1
    -7 | 3 | 5 | -2 | -2 | 0 | 10 | 0 | 8
[54] COc1ccccc1NC=C1C(=O)OC(C)(C)OC1=O
    8 | 5 | 4 | -54 | 4 | 1 | 3 | 4 | -6
[55] COc1ccc(F)cc1S(=O)(=O)N1CCCN(S(=O)(=O)c2cc(F)ccc2OC)CC1
    1 | 7 | -4 | -17 | 6 | -2 | 12 | 1 | 1
[56] CCn1c(C)nc2cc(C(=O)OCCC(F)(F)F)ccc21
    2 | 7 | -5 | -40 | 8 | -2 | 5 | 3 | 1
[57] N#Cc1c(N)c(C(=O)c2ccccc2)n2c1CCCC2
    17 | 5 | 6 | -2 | -8 | 7 | 12 | -2 | -3
[58] CCCc1nn(C)c2c1C(c1cccnc1)C(C#N)=C(N)O2 (centres undefined)
    1 | 7 | -19 | -32 | -7 | 3 | 24 | -6 | -1
[59] CC(O)CSc1nc2c(c(=O)n(C)c(=O)n2C)n1CCCc1ccccc1 (centres undefined)
    -5 | 10 | -1 | 9 | 1 | 0 | 18 | 1 | 33
[60] CCN(C)c1ccc(/C=N\n2nnnc2N)cc1
    -4 | 9 | 2 | -1 | 12 | 5 | 7 | 11 | 9

Compound profiles, from the list above. Values in the order: CatL inh | FXIa inh mix | FXIIa mix inh | C1s block | CatS block | CatB mix inh | AP complement | CatB block | CatG inh
Results for Cc1nn(C)c(C)c1S(=O)(=O)N1CCC(C(=O)NCCC2=CCCCC2)CC1 : / | -2 | 3 | -14 | 11 | 5 | 11 | 6 | -2
Results for CSc1ccc(S(=O)(=O)NCCOc2ccccc2C)cc1 : 11 | 10 | -1 | 15 | 4 | 3 | 10 | 5 | 12

The list continues:
The line under a structure holds: CatL inh | FXIa inh mix | FXIIa mix inh | C1s block | CatS block | CatB mix inh | AP complement | CatB block | CatG inh
[61] COc1cc(NC(=O)CN2CC(c3ccccc3)CC2=O)cc(OC)c1 (centres undefined)
    / | 0 | 8 | 4 | -2 | 1 | 7 | -1 | 2
[62] CCCOc1ccc(C2c3c(oc4cc(C)c(C)cc4c3=O)C(=O)N2CCCN(C)C)cc1OCC (centres undefined)
    / | 5 | -19 | -1 | 3 | 4 | 9 | 5 | 11
[63] CN1CCN(C(=O)N2c3ccccc3C=Cc3ccccc32)CC1
    1 | 8 | -18 | -5 | -5 | -5 | 15 | -3 | 0
[64] O=C(NCc1cccs1)c1cnc2ccccn2c1=O
    -9 | 4 | 7 | 2 | 9 | 4 | 17 | -2 | 3
[65] C=C(C)CSc1nc(N)c(C#N)c(-c2ccc(C)cc2)c1C#N
    5 | 5 | 1 | 13 | 4 | 5 | 8 | 3 | 10
[66] O=C(Cn1cnc2ccccc2c1=O)NCc1ccco1
    22 | 1 | -44 | 9 | -7 | -3 | -1 | 5 | 8

This is a subset; count on the stated rates, not on these rows.
